Growth percent in the NCI-60 one-dose screen (48 h, 10 µM unless noted): 100 = growth as untreated, 0 = no growth, -100 = all killed.
T-47D – T-47D breast cancer. actives 5% (n = 79,000)
MDA-MB-231 – MDA-MB-231 breast cancer. actives 5% (n = 81,000)
MDA-MB-468 – MDA-MB-468 breast cancer | actives 8.5% (n = 78,000)
MCF7 – MCF7 breast cancer. actives 6.3% (n = 82,000)
K-562 – K-562 leukemia | actives 7.4% (n = 78,000)
MOLT-4 – MOLT-4 leukemia cells; actives 6.9% (n = 80,000); AID 1794779
BT-549 – BT-549 breast cancer | actives 4.4% (n = 78,000) | AID 1794793
SR – SR leukemia cells; actives 8.7% (n = 73,000); AID 1794780
Starred values were filed as active, the others as inactive; . = not tested or not shown; & = joins results of further samples; [ ] = another dose, or the depositor's remark. How the source made its calls: active means growth percent below 10; inactive means the rest.

(1) CC(=O)N[C@H](C(=O)N[C@@H](CCCNC(=N)N)C(=O)N[C@@H](CCCCN)C(=O)N[C@@H](CCCNC(=N)N)C(=O)N[C@]1(C)CCCCCC/C=C\CCC[C@@](C)(C(=O)N[C@@H](CCCNC(=N)N)C(=O)N[C@@H](CCC(=O)O)C(=O)N[C@@H](CC(C)C)C(=O)N[C@H](C(=O)N[C@@H](CCC(=O)O)C(N)=O)C(C)C)NC(=O)[C@H](CCC(N)=O)NC(=O)[C@H](CC(C)C)NC(=O)[C@H](CC(C)C)NC(=O)[C@H](CCCNC(=N)N)NC(=O)[C@H](CCCNC(=N)N)NC(=O)[C@H](CC(C)C)NC1=O)C(C)C
(2) CCCC1CC(C(=O)NC(C(C)O)C2OC(SC)C(O)C(O)C2O)N(C)C1 (stereo not drawn)
(3) Cc1ccc(C2(O)CCN(Cc3ccccc3)CC2)cc1
(4) CCSc1ncc(Br)c(Sc2nc(N)nc3nc[nH]c23)n1
(5) N#Cc1c(-c2ccc(F)cc2)n2c(nc1=O)SC(=O)C2=O
(6) CC12CCCC(CC(=O)O)(C1)NC(=O)C2 (stereo not drawn)

Screen / compound no.,1,2,3,4,5,6
T-47D,-36*,109,105,30,114,104
MDA-MB-231,-39*,119,103,41,114,113
MDA-MB-468,20,90,125,.,94,110
MCF7,-42*,104,109,47,89,99
K-562,-19*,156,.,27,108,114
MOLT-4,35,169,91,3.1*,90,110
BT-549,-46*,104,109,65,99,108
SR,15,.,87,19,91,98

(7) COc1ccc(NC2=C(Br)C(=O)C(C)=C(C)C2=O)cc1
(8) Cn1c2c(c(=O)n(C)c1=O)NC1=C(C(=O)c3ccccc31)C1(C=C(O)c3ccccc31)N2 (stereo not drawn)
(9) COc1ccc2nccc(CC(O)C(Cl)(Cl)Cl)c2c1 (stereo not drawn)
(10) Nc1nc2ccccc2[nH]1
(11) O=C(Nc1ccc(Oc2ccc(NC(=O)Nc3ccccc3Cl)cc2)cc1)Nc1ccccc1Cl
(12) CCOC(=O)CCCn1c(C)c(C)c2c1N=C(SC)N1CC(=O)N=C21

Screen / compound no.,7,8,9,10,11,12
T-47D,-34*,49,90,112&100,45,95
MDA-MB-231,-55*,80,96,100&122,72,112
MDA-MB-468,-59*,200,95,123&107,.,55
MCF7,63,45,98,98&95,44,96
K-562,-2.9*,45,101,89&106,34,94
MOLT-4,-9.3*,16,100,103&91,.,98
BT-549,101,74,86,.,.,119
SR,2.1*,21,82,95&100,.,119

(13) O=[N+]([O-])c1ccc(NS(=O)(=O)c2ccccc2)c2ccccc12
(14) O=[N+]([O-])c1ccc(-c2nc(N(CCO)CCO)c3ccccc3n2)o1
(15) COc1ccc(/C=C/C(=O)c2cnccn2)cc1OC
(16) COc1ccc(N2CSC(=S)N(c3ccc(OC)cc3)C2)cc1
(17) CCOC(=O)c1c(Nc2ccccc2)nn2c(N)c(C#N)c(-c3ccc(Cl)cc3Cl)nc12
(18) CN(C)Cc1c(O)ccc2c(C(N)=O)c(NC(=O)c3ccccc3)sc12

Screen / compound no.,13,14,15,16,17,18
T-47D,32,8.2*,91,81,77,63
MDA-MB-231,70,-6.6*,109,58,79,71
MDA-MB-468,17,-74*,118,89,71,70
MCF7,42,0.4*,93,85,38,37
K-562,.,4.2*,75,35,71,12
MOLT-4,38,12,69,40,49,65
BT-549,37,-88*,81,48,111,76
SR,52,2.7*,77,78,58,25

(19) Cc1cccc(NCC(=O)Cn2cc(COc3ccc(C=Nc4cnc5ccccc5c4)cc3)nn2)c1
(20) CCCc1nc2ccccn2c1Nc1ccc(C(=O)NO)cc1
(21) CCOC(=O)C1CCN(S(=O)(=O)/N=C2/NC(=O)NC2=C(Cl)Cl)CC1
(22) O=S(=O)(NCCNc1nccc(-n2cnc3ccccc32)n1)c1cccc2ccccc12
(23) OCC[C@@H]1C[C@H]1c1ccc2ccccc2c1
(24) C[C@@H](C(=O)NCCCC#Cc1cnc(Nc2ccc(C#N)cc2)nc1NC1CC1)N(C)C(=O)/C=C/CN(C)C

Screen / compound no.,19,20,21,22,23,24
T-47D,102,.,55,87,92,55
MDA-MB-231,103,111,9.6*,89,93,78
MDA-MB-468,102,88,-22*,92,100,39
MCF7,107,80,16,92,96,17
K-562,97,89,-16*,98,99,14
MOLT-4,109,.,-21*,103,102,7.9*
BT-549,107,98,-9.2*,93,107,32
SR,101,.,-11*,104,102,9.8*

An excerpt of these results, with two lines to a compound.
Below each SMILES: T-47D | MDA-MB-231 | MDA-MB-468 | MCF7 | K-562 | MOLT-4 | BT-549 | SR
19) Cc1cccc(NCC(=O)Cn2cc(COc3ccc(C=Nc4cnc5ccccc5c4)cc3)nn2)c1
    102 | 103 | 102 | 107 | 97 | 109 | 107 | 101
20) CCCc1nc2ccccn2c1Nc1ccc(C(=O)NO)cc1
    . | 111 | 88 | 80 | 89 | . | 98 | .
21) CCOC(=O)C1CCN(S(=O)(=O)/N=C2/NC(=O)NC2=C(Cl)Cl)CC1
    55 | 9.6* | -22* | 16 | -16* | -21* | -9.2* | -11*
22) O=S(=O)(NCCNc1nccc(-n2cnc3ccccc32)n1)c1cccc2ccccc12
    87 | 89 | 92 | 92 | 98 | 103 | 93 | 104
23) OCC[C@@H]1C[C@H]1c1ccc2ccccc2c1
    92 | 93 | 100 | 96 | 99 | 102 | 107 | 102
24) C[C@@H](C(=O)NCCCC#Cc1cnc(Nc2ccc(C#N)cc2)nc1NC1CC1)N(C)C(=O)/C=C/CN(C)C
    55 | 78 | 39 | 17 | 14 | 7.9* | 32 | 9.8*

Following part
(25) COc1nc2c(cc1S(=O)(=O)c1ccccc1)CCc1c-2cnn1C
(26) COc1ccc(NC(=O)CSc2nnc(-c3cc(-c4ccc(S(C)(=O)=O)cc4)nc4ccccc34)n2-c2ccccc2)cc1
(27) Cc1ccc(S(=O)(=O)N/N=C2\COC(C)C2)cc1 (stereo not drawn)
(28) CC(C)(C)OC(=O)N(CCOCCO)c1ccn2ncc(-c3ccc(C(=O)O)c(O)c3)c2n1
(29) Cc1ccccc1C1N=C2Oc3ccccc3C=C2C(=O)N1 (stereo not drawn)
(30) CCOC(=O)Cc1c[nH]c2ccc(N)cc12

Screen / compound no.,25,26,27,28,29,30
T-47D,104,69,95,97,48,101
MDA-MB-231,87,91,113,93,32,104
MDA-MB-468,96,100,105,84,22,103
MCF7,99,89,93,89,21,97
K-562,83,72,94,100,24,99
MOLT-4,79,64,95,106,44,85
BT-549,87,95,103,96,27,69
SR,61,70,99,110,45,.

(31) CCOC(=O)C(O)C(O)C(=O)OCC (stereo not drawn)
(32) COc1ccc(-c2c[nH]c(C(=O)NCCO)c2-c2cc(OC)c3c(c2OC)OCO3)cc1
(33) CS(=O)(=O)Nc1cc(-c2ccc3ncc(C#N)c(NCc4ccccc4F)c3c2)cnc1Cl
(34) Cc1sc(NC(=O)COc2ccc(-c3ccccc3)cc2)c(C(N)=O)c1C
(35) N#Cc1c(-c2ccccc2Cl)cc(-c2c[nH]c3ccccc23)[nH]c1=O
(36) Cc1cc(=O)n2c(-c3cccc([N+](=O)[O-])c3)nc3c4ccccc4ccc3n12

Screen / compound no.,31,32,33,34,35,36
T-47D,98,.,3.8*,100,65,99
MDA-MB-231,110,109,5.6*,105,.,91
MDA-MB-468,102,100,-17*,95,21,.
MCF7,107,95,4.8*,90,51,105
K-562,102,98,13,100,20,104
MOLT-4,104,103,-16*,91,35,101
BT-549,107,100,-8.8*,101,74,105
SR,104,99,3.6*,78,10.0*,104

Structures listed so far containing a thiophene ring, fused or not, in the order listed:
(18) CN(C)Cc1c(O)ccc2c(C(N)=O)c(NC(=O)c3ccccc3)sc12
(34) Cc1sc(NC(=O)COc2ccc(-c3ccccc3)cc2)c(C(N)=O)c1C

Screen / compound no.,18,34
T-47D,63,100
MDA-MB-231,71,105
MDA-MB-468,70,95
MCF7,37,90
K-562,12,100
MOLT-4,65,91
BT-549,76,101
SR,25,78

(cont.)
(37) CCOC(=O)c1cc2c(=O)oc3ccccc3c2oc1=O
(38) CS(=O)(=O)Nc1cccc(-c2cc(-c3ccccc3Cl)c(C#N)c(N)n2)c1
(39) COc1cc(/C=N\NC(=O)c2cnn(CC(O)c3ccccc3)c2N)cc(OC)c1OC (stereo not drawn)
(40) CCOCCC(=O)O
(41) O=c1[nH]c2ccccc2[nH]1
(42) O=C1C=C(NCCNCCO)C(=O)c2ccccc21

Screen / compound no.,37,38,39,40,41,42
T-47D,107,37,.,94,106,63
MDA-MB-231,101,49,84,105,114,90
MDA-MB-468,88,-9.5*,99,99,102,91
MCF7,100,23,89,104,100,47
K-562,122,14,105,108,110,36
MOLT-4,87,25,107,116,107,17
BT-549,99,37,91,107,113,22
SR,-26*,.,82,109,123,.

Two entries from above, with tabs:
no.	Structure	T-47D	MDA-MB-231	MDA-MB-468	MCF7	K-562	MOLT-4	BT-549	SR
40	CCOCCC(=O)O	94	105	99	104	108	116	107	109
42	O=C1C=C(NCCNCCO)C(=O)c2ccccc21	63	90	91	47	36	17	22	.

Next part
(43) O=C(O)c1[nH]c(=O)[nH]c(=O)c1[N+](=O)[O-]
(44) O=C(/C=C/c1ccccc1)C(Br)C(Br)c1ccccc1 (stereo not drawn)
(45) N[C@@H](CC(=O)N1CCn2c(nnc2C(F)(F)F)C1)Cc1cc(F)c(F)cc1F
(46) C=CCOc1ccc(N=NC(C#N)C#N)cc1
(47) NC(=O)C1CCCN1C(=O)C(Cc1cnc[nH]1)NC(=O)C1CCC(=O)N1 (stereo not drawn)
(48) COc1ccc(Nn2c(SCC(=O)Nc3nccs3)nc(C)c2C)cc1

Screen / compound no.,43,44,45,46,47,48
T-47D,109,-37*,91,-2.8*,101,94
MDA-MB-231,110,28,107,70,86,105
MDA-MB-468,109,-38*,107,30,103,95
MCF7,99,-48*,104,23,96,102
K-562,90,1.4*,99,38,110,100
MOLT-4,77,-25*,105,19,96,101
BT-549,107,-61*,114,92,89,106
SR,71,-28*,96,8.5*,78,104

(49) N#CC1=C(/N=C/c2ccccc2)Oc2c(ccc3ccccc23)C1c1ccc(Cl)cc1 (stereo not drawn)
(50) COc1ccc(S(=O)(=O)N2CCOCC2)cc1NC(=O)c1[nH]c(C)c2c1CCCCC2=O
(51) CNC(=O)c1cc(Oc2ccc3c(c2)sc2nc(-c4ccc(Cl)c(C(F)(F)F)c4)cn23)ccn1
(52) COc1ccc(-c2nnc(SCC(=O)Nc3ccc(C(=O)/C=C/c4ccccc4)cc3)o2)cc1OC
(53) Cn1cc(-c2csc(-c3cn(CCNC(=O)OC(C)(C)C)c4ccc(Br)cc34)n2)c2cccnc21
(54) CCOC(=O)c1cnc2ccc(Br)cc2c1Nc1cccc(NS(C)(=O)=O)c1

Screen / compound no.,49,50,51,52,53,54
T-47D,85,42&107,26,99,48,91
MDA-MB-231,79,45&110,77,106,74,98
MDA-MB-468,126,47&105,5.6*,91,86,90
MCF7,85,28&91,37,56,77,92
K-562,105,46&105,30,95,77,97
MOLT-4,99,66&104,42,89,59,113
BT-549,102,102&116,46,98,92,87
SR,104,64&113,42,88,77,115

(55) CC(CN1c2ccccc2Sc2ccccc21)N(C)C (stereo not drawn)
(56) CC(=O)NO
(57) O=C(O)CSC(Nc1ccccc1C(=O)O)c1ccccc1 (stereo not drawn)
(58) C#COc1cccc(Nc2c(C#N)cnc3ncc(NC(=O)C=C)cc23)c1
(59) CCCCCN(CCCCC)CCC(O)c1cccc2ccccc12 (stereo not drawn)
(60) COc1ccc2c(c1)c(CC(=O)OCC(=O)O)c(C)n2C(=O)c1ccc(Cl)cc1

Screen / compound no.,55,56,57,58,59,60
T-47D,84&93,107,103,76[6.25 µM],60,105
MDA-MB-231,71&90,112,104,100[6.25 µM],42,108
MDA-MB-468,74&34,110,109,68[6.25 µM],72,104
MCF7,94&91,101,100,100[6.25 µM],61,113
K-562,89&102,97,104,72[6.25 µM],29,96
MOLT-4,79&106,.,101,81[6.25 µM],43,108
BT-549,98&113,96,116,89[6.25 µM],87,106
SR,106&112,.,.,63[6.25 µM],20,102
